# Screening data as filed in PubChem.
# LGR2 antag = blocks bursicon-induced cAMP signaling via Drosophila LGR2 | 380,000 tested, 0.35% active | inhibition, % at 9.99 µM | AID 720647 | HEK293 LGR2, CRE-luciferase, bursicon-stimulated, 4 h;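 active means drop in luminescence signal, shown as inhibition above about 50% in the replicate tests, limit read from the data, passing the limit was not always enough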;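 further: agonist challenge used bursicon conditioned medium at about half maximal strength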
# PAX8 inh HTS = inhibitors of PAX8 transcriptional activity in RMG-I cells | RMG-I TPO-luciferase reporter, SteadyGlo, 24 h | inhibition, % at 12.6 µM | 360,000 tested, 1.2% active | AID 652154;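 active means mean replicate inhibition at least 60% with every replicate also reaching 60%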;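 further: luciferase light reporting Pax8 driven TPO promoter activity; plate controls were median of neutral control wells for no effect and mitoxantrone controls for full effect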
# ARNT-TACC3 inh = ARNT/TACC3 interaction disruption. Q9Y6A5. AlphaScreen His-ARNT PAS-B/GST-TACC3 binding, luminescence; TACC3 fragment carries E629A point mutation. inhibition, % at 9.99 µM. 390,000 tested, 0.66% active. AID 623870;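 active means mean inhibition of replicates at least 50% and at least half of replicates each reaching 50%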;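 further: 0% = complete ARNT plus TACC3 wells and 100% = ARNT alone without TACC3; many hits fall short of the cut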
# PglD inh = blocks C. jejuni PglD acetyltransferase activity | purified PglD enzyme, DTNB colorimetric CoA detection | inhibition, % at 12.5 µM | 360,000 tested, 0.098% active | AID 602405; in the data active means inhibition above about 16%, passing the limit was not always enough; further: strong numbers were not always called active
# Statin myotox sup = suppression of simvastatin myotoxicity | C2C12 myotubes + simvastatin, ATP luminescence, 48 h; scaled: DMSO 0, geranylgeraniol control 100 | rescue of ATP level, % at 7.49 µM | AID 602340 | 330,000 tested, 0.78% active;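 active means mean ATP rescue above about 67%, or every replicate alone reaching that limit, limit read from the data, passing the limit was not always enough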;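 further: myotubes were challenged with 10 µM simvastatin during compound exposure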
# Cneo AK release = causes C. neoformans cell lysis | adenylate kinase release luminescence, 4 h; normalised: neutral wells 0, clomiphene wells 100 | lysis activity, % at 15 µM | 360,000 tested, 0.2% active;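 active means mean lysis activity across replicates of at least 80%, whatever share of replicates individually reach that level; inactive means mean lysis activity below 80%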
#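 Schedule: static 4 h at 37 °C with compound, 1 h detection; system: C. neoformans cells; benchmarks: Clomiphene as positive control; buffer or medium: fresh YPD medium; measure: luminescence rise reflecting yeast cell lysis; measured by: luminescent adenylate kinase detection reagent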
# PGC1a acetyl inh = PGC1a acetylation modulation, inhibitor mode. 350,000 tested, 0.17% active. AID 651687. U2OS PGC1a acetylation, AlphaScreen anti-acetyl-lysine; with virally co-expressed GCN5 acetyltransferase. inhibition, % at 15.6 µM;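 active means every replicate shows inhibition of at least 40%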;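 further: 0% = neutral control wells and 100% = positive control wells; some results beyond the cut were filed as inactive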
# GSIS activator = primary screen for activators of insulin secretion dependent on glucose, INS-1E cells, GLuc reporter luminescence. INS-1E GLuc reporter insulin secretion, 2-3 h. activation, % at 16.6 µM. 370,000 tested, 0.61% active. AID 743287;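 active means lowest replicate activation of at least 40%, so every replicate reaches that level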;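 further: 0% = median of neutral control wells and 100% = median of IBMX positive control wells; some compounds called inactive have numbers as strong as hits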
# * hit, by the source's call; nt = not tested or not shown. Outcome played no part in choosing rows. About 2.9% of those tested had a hit in this group.
SMILES,LGR2 antag,PAX8 inh HTS,ARNT-TACC3 inh,PglD inh,Statin myotox sup,Cneo AK release,PGC1a acetyl inh,GSIS activator
CCc1ccc(-c2cc3c(=O)n(CC(=O)N4CCCCCC4)nc(C)n3n2)cc1,2.9,-1.0,3.4,-0.5,6.2,-1.0,-11.8,4.1
N#Cc1ccsc1NC(=O)CN1CCN(Cc2ccccc2)CC1,8.8,3.0,-0.9,nt,nt,nt,-0.1,1.0
CC(OC(=O)c1ccc(Cl)nc1)C(=O)N1CCc2ccccc21 (stereo not drawn),4.5,9.2,-4.2,3.7,-6.5,-1.0,nt,8.0
O=C(CCN1C(=O)/C(=C\c2ccccc2)SC1=S)NNC(=O)c1ccccc1O,-1.3,-6.5,-1.5,-2.3,5.9,-0.2,6.7,-11.9
COc1ccc(-n2cnnc2SCC(=O)c2ccc(S(=O)(=O)N3CCOCC3)cc2)cc1,nt,5.1,1.4,-2.4,9.0,-1.4,nt,nt
COC(=O)[C@@H]1C[C@H]2CC[C@H](O)C[C@H]2N1Cc1ccc(C(F)(F)F)cc1,29.4,-6.0,-4.9,0.5,1.3,-5.3,-0.4,-4.4
CCN(CC)C(=O)c1sc(NC(=O)c2ccc(C)c([N+](=O)[O-])c2)c(C#N)c1C,nt,nt,-5.5,2.1,-31.8,1.9,0.9,nt
Cc1nnc(-c2ccc(Cl)cc2)[nH]c1=O,-6.0,-14.2,-24.3,nt,nt,nt,9.0,-3.9
CN(c1ccc(C(=O)NCc2ccccc2)cc1)S(C)(=O)=O,8.2,nt,-3.8,7.6,-4.5,1.1,-3.0,23.0
CCCC#Cc1ccc2c(c1)O[C@@H](CN(C)C(=O)Nc1ccccc1F)[C@@H](C)CN([C@@H](C)CO)S2(=O)=O,-0.7,7.5,-8.3,-0.8,39.2,4.4,-8.0,-38.0
CCOc1ccc(C(C)(N)C(=O)O)cc1 (stereo not drawn),nt,18.0,-2.8,8.5,-2.2,11.9,-1.5,nt
CC(CCc1ccc(O)cc1)NC1c2ccccc2-c2ccccc21 (stereo not drawn),nt,5.7,5.0,4.1,23.1,4.1,-23.4,-11.9
C=CCOc1ccc(C2C3=C(CCCC3=O)N(CC(=O)O)C3=C2C(=O)CCC3)cc1OCC,15.3,20.9,1.0,1.4,-8.6,-0.8,21.0,6.0
Nc1ccc2ccccc2c1C(=O)c1ccccc1,2.8,4.3,-2.8,-0.1,9.0,0.7,6.4,nt
Cc1cc(C(C#N)c2cccc(Cl)c2)n2ncnc2n1 (stereo not drawn),-0.3,nt,-3.6,-2.5,-7.2,3.5,-8.5,nt
CCCN1[C@H](C(=O)N2CCCCC2)[C@@H](CO)[C@@H]2Cn3c(ccc(-c4ccccc4F)c3=O)[C@@H]21,8.8,-10.5,-7.9,1.6,6.4,-4.8,nt,3.3
Cc1ccc(S(=O)(=O)N2CCC(C(=O)OCC(=O)N(CC(C)C)C3CCS(=O)(=O)C3)CC2)cc1C (stereo not drawn),0.1,10.5,-3.3,6.7,-4.0,1.4,14.3,16.1
O=C(/C=C/c1cccc(Cl)c1Cl)OCC(=O)N1CCOCC1,-9.2,-9.0,nt,-3.1,5.8,-2.2,nt,-3.5
O=C(COc1ccc(S(=O)(=O)NC2CCCCC2)cc1)NCC1CCCO1 (stereo not drawn),13.1,nt,-1.9,1.4,-4.7,1.4,-3.2,-8.3
CC(=O)C1=C(C)OC(N)=C(C#N)C1c1ccco1 (stereo not drawn),nt,nt,2.6,nt,-26.1,-6.6,4.4,nt
CC1CN(C(=S)Nc2cccc(Cl)c2)CC(C)O1 (stereo not drawn),-5.4,21.2,-6.9,-8.4,2.1,-0.7,-17.0,1.0
C[C@H](NC(=O)C[C@H]1CC[C@@H](NC(=O)Nc2ccc3c(c2)OCO3)[C@H](CO)O1)c1ccccc1,9.4,-6.2,5.8,4.0,11.3,-0.3,-3.6,3.7
CCOc1ccc(CN(C)C(=O)CCNC(=O)c2ccco2)cc1,-9.1,-24.8,-3.5,1.0,-5.2,4.6,-9.4,6.0
Cc1ccccc1N1C(=O)c2sc3nc4c(c(=O)n3c2C1=O)CCC4,nt,nt,-2.5,-9.4,-9.5,-1.5,-14.2,nt
COc1ccccc1NC(=O)CCCN1C(=O)C2CC=CCC2C1=O (stereo not drawn),-9.0,3.7,-1.9,-2.9,1.5,-1.7,nt,6.9

# Carrying on.
SMILES,LGR2 antag,PAX8 inh HTS,ARNT-TACC3 inh,PglD inh,Statin myotox sup,Cneo AK release,PGC1a acetyl inh,GSIS activator
COC(=O)C1=C(C)NC(C)=C(C(=O)OC)C1c1ccc(OC(=O)c2ccco2)cc1,nt,nt,4.0,3.3,-3.8,-0.9,-2.4,nt
CS(=O)(=O)N1CCC(C(=O)Nc2ccc(Cl)cc2Cl)CC1,2.0,-24.4,nt,-4.8,5.0,-0.2,nt,0.6
Cc1cccc(C)c1N1CCN(S(=O)(=O)N2CCCCC2)CC1,2.7,-18.1,-16.8,2.6,-15.0,-2.1,-6.5,-47.3
O=c1c2ccccc2nc(/C=C/c2ccccc2)n1CCc1ccccc1,-10.5,-5.4,-6.3,nt,nt,nt,nt,-1.2
COc1ccc(C(C#N)N2CCCCCC2)cc1OC (stereo not drawn),3.0,nt,5.4,-0.3,nt,-0.2,9.0,4.0
CCN(CC(=O)NCc1ccc(Cl)cc1)C(=O)Cc1ccccc1[N+](=O)[O-],-9.5,3.0,1.8,-2.2,7.9,3.0,0.7,9.9
C[C@@H]1CN([C@H](C)CO)C(=O)c2cc(N(C)C)ccc2O[C@@H](C)CCCCO[C@H]1CN(C)S(=O)(=O)c1ccc(F)cc1,-6.5,38.7,12.4,1.2,60.2,1.1,-5.0,0.5
CCCSc1nnc2nc3c(nn12)c1ccccc1n3C,-1.0,4.0,14.5,-7.7,6.1,2.8,-7.5,nt
CC1C(=O)N2CCCc3cc(NC(=O)c4ccccc4C(F)(F)F)cc1c32 (stereo not drawn),14.5,1.0,-0.3,3.8,-0.2,-1.5,nt,22.2
CSc1ccccc1C(=O)NCc1ccc(S(N)(=O)=O)cc1,nt,nt,-8.3,-4.3,59.7,0.2,8.5,nt
C/C(=N\Nc1nc2c(s1)CCCC2)c1ccccc1,nt,-61.8,8.9,3.7,4.8,-1.2,1.1,nt
CCSc1nnc(NC(=O)CSc2nnc(Cc3cccn3C)n2-c2ccc(F)cc2)s1,-12.2,nt,-6.5,3.2,8.6,-1.2,0.2,-6.4
Cc1ccc(S(=O)(=O)NCCC2=CCCCC2)cc1,3.2,2.2,3.1,nt,-7.1,nt,nt,-5.0
COc1ccc(C(=O)CC(=O)C(=O)Nc2ccccc2Cl)cc1,-14.1,-15.2,9.7,-7.7,19.1,3.9,-7.9,10.1
CC1(NC(=O)c2cc(S(=O)(=O)N3CCCCC3)ccc2Cl)CCS(=O)(=O)C1 (stereo not drawn),nt,nt,10.0,-4.6,2.9,-3.2,nt,nt
c1ccc(-c2nnc(NC3=NCCC3)o2)cc1,35.3,-3.7,-1.8,3.8,-5.0,-2.2,-1.8,-15.5
COc1ccc(C(=O)N2CCC(C(=O)Nc3ccc(OC)c(OC)c3)CC2)cc1,nt,nt,-4.3,-6.2,nt,-0.5,-8.2,nt
COc1cccc(C(=O)Nc2ccc3c(c2)C(=O)N(C)C[C@H](OC)[C@H](C)CN(C(C)=O)[C@H](C)CO3)c1,-6.6,14.1,0.5,-3.2,7.5,-3.5,18.7,9.8
O=C(c1ccc2c(c1)C(=O)N(Cc1ccncc1)C2=O)N1CCN(S(=O)(=O)c2ccc(OC(F)(F)F)cc2)CC1,-17.4,8.5,nt,-1.9,2.0,-1.9,8.8,-8.6
COc1ccc(S(=O)(=O)Nc2ccc3c(c2)C(=O)N([C@@H](C)CO)C[C@@H](C)[C@H](CN(C)C)OCCCC[C@@H](C)O3)cc1,14.0,-4.2,0.2,3.0,nt,0.2,-8.4,1.2
CO[C@@H]1CN(C)C(=O)c2cc(NC(=O)Nc3ccc(C(F)(F)F)cc3)ccc2OC[C@H](C)NC[C@H]1C,7.1,nt,0.2,1.7,-84.4,-0.2,-6.4,-10.4
CCCCCCN1C[C@@H](n2cc(COC(=O)c3ccccc3)nn2)[C@H](O)C[C@@H]1c1ccc(C)cc1,20.4,-1.4,nt,1.9,7.4,-0.9,nt,3.1
Cc1ccc(C(=O)NC(=S)Nc2ccc(CN3CCOCC3)cc2)cc1,-0.1,nt,8.8,0.0,-4.8,0.9,nt,9.6
COc1cc(-c2c(NC(=O)c3ccco3)oc3ccc(Cl)cc3c2=O)cc(OC)c1OC,-10.9,-9.8,nt,-3.3,-2.4,-0.4,4.7,nt
C=CCn1c(NCc2cc(Cl)ccc2O)nc2ccccc21,0.3,-9.0,-0.7,1.5,-2.3,-4.5,3.9,-43.0

# Three compounds from above, ordered by number of heavy atoms, rising.
SMILES,LGR2 antag,PAX8 inh HTS,ARNT-TACC3 inh,PglD inh,Statin myotox sup,Cneo AK release,PGC1a acetyl inh,GSIS activator
CCCSc1nnc2nc3c(nn12)c1ccccc1n3C,-1.0,4.0,14.5,-7.7,6.1,2.8,-7.5,nt
O=c1c2ccccc2nc(/C=C/c2ccccc2)n1CCc1ccccc1,-10.5,-5.4,-6.3,nt,nt,nt,nt,-1.2
O=C(c1ccc2c(c1)C(=O)N(Cc1ccncc1)C2=O)N1CCN(S(=O)(=O)c2ccc(OC(F)(F)F)cc2)CC1,-17.4,8.5,nt,-1.9,2.0,-1.9,8.8,-8.6

# Later entries
SMILES,LGR2 antag,PAX8 inh HTS,ARNT-TACC3 inh,PglD inh,Statin myotox sup,Cneo AK release,PGC1a acetyl inh,GSIS activator
Cc1ccc(C)c2c1cc(C)c1nnc(SCC(=O)Nc3cccc(C(=O)O)c3)n12,3.4,3.3,-2.2,nt,-4.8,nt,5.1,-4.8
Cc1c(NC(=S)NC(=O)c2ccc(COc3ccccc3)cc2)cccc1C(=O)O,2.9,-20.1,-4.2,6.4,-2.7,13.6,3.1,21.1
Cn1ccsc1=NC(=O)c1ccc(Cl)cc1,-38.5,-143.5,-3.2,nt,nt,nt,3.1,21.6
O=C(NNC(=O)c1ccncc1)Nc1ccc(Cl)cc1,-18.0,-8.1,-2.9,nt,nt,nt,nt,-8.8
COc1ccccc1NC(=O)c1cc([N+](=O)[O-])ccc1NCCN1C(=O)CCC1=O,17.6,23.8,1.9,nt,nt,nt,-9.0,7.2
C[C@H]1CN([C@@H](C)CO)S(=O)(=O)c2ccc(C3=CCCC3)cc2O[C@H]1CN(C)C(=O)c1ccc(F)cc1,-7.3,25.6,-8.4,-1.9,-6.0,-0.1,-1.4,-17.8
C#Cc1ccc(NC(=O)C2(C)CCN2C(=O)C2(c3ccccc3)CCCC2)cc1 (stereo not drawn),8.9,-1.7,nt,-1.2,1.3,-2.0,-13.1,-15.0
CC(OC(=O)CN1C(=O)c2ccccc2C1=O)C(=O)NC1(C#N)CCCCC1 (stereo not drawn),-1.8,3.3,13.0,0.4,22.9,1.9,0.6,1.1
O=S(=O)(c1ccccc1)N1CCCCN2[C@@H](CO)[C@@H](c3ccc(C#Cc4cccnc4)cc3)[C@@H]2C1,8.8,-24.2,4.3,-4.6,13.4,-1.0,0.8,-15.7
COc1ccc(S(=O)(=O)N(C)C[C@H]2Oc3c(NC(=O)C4CCCCC4)cccc3C(=O)N([C@H](C)CO)C[C@H]2C)cc1,-16.4,0.2,1.2,-1.5,-15.6,-1.2,3.4,9.5
CC(=O)Nc1ccc2c(c1)C(=O)N(C)[C@H]1CC[C@@H](CC(=O)Nc3cn(C)nc3C)O[C@@H]1CO2,8.0,14.1,5.1,-2.6,-23.4,-3.0,-1.2,1.7
Cc1ccc(NC(=O)CSc2nc3ccccc3c(=O)n2CCCN2CCCCC2)cc1C,nt,-43.3,nt,3.6,-38.3,5.3,-19.6,nt
